Source: PubChem (National Center for Advancing Translational Sciences (NCATS))
POLB inh – qHTS Assay for Inhibitors of DNA Polymerase Beta; Potency, µM (doses to about 114 µM), for the others: at the highest dose activity change, negative = inhibition, usual class: inhibitors; P06746; 340,000 tested, 1.3% active; Pol beta primer extension/strand displacement, fluorescence kinetic; also: % is scaled to controls: 0 for no effect and ±100 for the full control effect
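Enzyme-only controls used 10 nM Pol beta; buffer lacking enzyme served as negative control. Compound preincubated 15 min, then 50 nM substrate added; 0 and 10 min reads at room temperature.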
POLH inh – qHTS for Inhibitors of Polymerase Eta | DNA polymerase eta (Homo sapiens), Q9Y253 | Potency, µM (highest dose often 114 µM), for the others: at the top dose activity change, negative = inhibition, actives largely listed as inhibitors | AID 588591, 2011 | 390,000 tested, 1.2% active | recombinant Pol eta, fluorescent DNA replication assay; also: % is scaled to controls: 0 for no effect and ±100 for the full control effect
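Pol eta (10 nM) was preincubated with compounds for 15 min at room temperature, after which fluorescent replication substrate (50 nM final) was added to start the reaction. Fluorescence was read kinetically at 0 and 10 min.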
G9a block – qHTS Assay for Inhibitors of Histone Lysine Methyltransferase G9a. Potency, µM (titrated, usually from 102 µM), for the others: at the top dose activity, negative = inhibition, hits mostly inhibitors. 350,000 tested, 8.8% active. Histone-lysine N-methyltransferase EHMT2 (Homo sapiens), Q96KQ7. G9a H3K9 monomethylation, AlphaScreen, 2 h; also: % is scaled to controls: 0 for no effect and ±100 for the full control effect; nearly all actives have a fitted effect of over 75% in size
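Quantitative HTS format: methyltransferase activity on a biotin-tagged H3K9 peptide is measured by AlphaScreen, using a rabbit anti-monomethyl-H3K9 antibody with streptavidin donor and anti-IgG acceptor beads. Final levels are 20 nM enzyme, 500 nM peptide, 20 uM SAM; 2 h RT.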
BLM helicase inh – qHTS Assay for Inhibitors of Bloom's syndrome helicase (BLM) | RecQ-like DNA helicase BLM (Homo sapiens), P54132 | recombinant BLM DNA unwinding, fluorescence dequenching | Potency, µM (series often up to 56.1 µM), for the others: at the top dose activity change, negative = inhibition, actives largely listed as inhibitors | 350,000 tested, 0.2% active | AID 2528, 2010;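 also: plate controls were vehicle for no effect and no enzyme for full effect; nearly all actives have a fitted effect of over 35% in size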
Anesthetic bind – qHTS Assay for Identification of Novel General Anesthetics | 350,000 tested, 0.074% active | apoferritin/1-aminoanthracene competitive binding, fluorescence | Ferritin light chain (Equus caballus), P02791 | Potency, µM (doses to about 77.5 µM), inactives show at the top dose activity change, negative = displacement, usual class: inhibitors; also: % is scaled to controls: 0 for no effect and ±100 for the full control effect; nearly all actives have a fitted effect of over 20% in size
Target sequence (P02791 2-175 limits assumed): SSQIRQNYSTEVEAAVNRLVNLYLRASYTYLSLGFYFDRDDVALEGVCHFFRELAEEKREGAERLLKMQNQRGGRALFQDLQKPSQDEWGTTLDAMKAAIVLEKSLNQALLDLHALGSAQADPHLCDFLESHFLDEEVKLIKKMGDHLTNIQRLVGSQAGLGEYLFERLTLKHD
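Probe: 1-aminoanthracene (50% saturated, PBS). Protein: horse-spleen apoferritin, 10 uM. Incubation: 10 min, room temperature. Detection: 380 nm excitation, 535 nm emission. Analysis: normalized response, four-parameter Hill.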
APEX1 inh – qHTS Assay for Inhibitors of the Human Apurinic/apyrimidinic Endonuclease 1 (APE1); recombinant APE1, TAMRA/BHQ-2 abasic DNA cleavage fluorescence; Potency, µM (top dose mostly 65.8 µM), for the others: at the highest dose activity change, negative = inhibition, actives largely listed as inhibitors; 350,000 tested, 0.35% active; AID 2517, 2012;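 also: plate controls were vehicle for no effect and reference inhibitor for full effect; nearly all actives have a fitted effect of over 55% in size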
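Quantitative HTS: incision of a TAMRA/BHQ-2 double-stranded substrate bearing a tetrahydrofuran abasic site by 0.75 nM APE1 raises fluorescence. Substrate 50 nM final, added after 15 min compound preincubation at room temperature; progress as third-minus-first kinetic read difference.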
Pol kappa inh – qHTS for Inhibitors of Polymerase Kappa; 400,000 tested, 0.53% active; purified Pol kappa, fluorescent DNA synthesis assay, 10 min; AID 588579, 2011; DNA polymerase kappa (Homo sapiens), Q9UBT6; Potency, µM (top dose mostly 107 µM), for inactives: top-dose activity, negative = inhibition, usual class: inhibitors; also: % is scaled to controls: 0 for no effect and ±100 for the full control effect
Target sequence (Q9UBT6 whole entry, looked up): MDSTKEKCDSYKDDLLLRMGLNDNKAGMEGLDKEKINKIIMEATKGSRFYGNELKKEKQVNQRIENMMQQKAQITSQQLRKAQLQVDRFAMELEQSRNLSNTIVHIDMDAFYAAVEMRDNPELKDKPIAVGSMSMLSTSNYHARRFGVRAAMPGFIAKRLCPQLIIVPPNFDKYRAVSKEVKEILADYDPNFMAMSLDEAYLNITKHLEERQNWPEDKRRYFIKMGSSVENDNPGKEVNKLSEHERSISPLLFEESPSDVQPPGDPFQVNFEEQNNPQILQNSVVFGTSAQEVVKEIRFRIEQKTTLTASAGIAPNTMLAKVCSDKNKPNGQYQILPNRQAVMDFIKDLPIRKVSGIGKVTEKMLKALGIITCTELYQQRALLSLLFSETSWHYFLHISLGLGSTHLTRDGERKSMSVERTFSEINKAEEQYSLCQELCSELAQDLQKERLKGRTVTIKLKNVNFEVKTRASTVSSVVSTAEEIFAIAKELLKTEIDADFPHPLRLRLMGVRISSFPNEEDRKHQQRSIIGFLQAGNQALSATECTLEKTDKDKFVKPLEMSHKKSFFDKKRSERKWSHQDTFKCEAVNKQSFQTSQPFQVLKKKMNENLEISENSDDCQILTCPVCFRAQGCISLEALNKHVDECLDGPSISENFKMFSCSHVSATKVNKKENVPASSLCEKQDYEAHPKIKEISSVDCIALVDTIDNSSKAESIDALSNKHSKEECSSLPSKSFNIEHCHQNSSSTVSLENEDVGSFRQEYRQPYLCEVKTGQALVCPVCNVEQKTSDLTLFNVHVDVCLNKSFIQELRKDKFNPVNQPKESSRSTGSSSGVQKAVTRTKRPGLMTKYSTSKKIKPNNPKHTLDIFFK
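Activity was followed as the change in fluorescence between reads at 0 and 10 min after starting the reaction with 50 nM substrate. Beforehand, 10 nM polymerase had been preincubated with compound for 15 min at room temperature.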
BAZ2B inh – qHTS Assay for Inhibitors of BAZ2B; Bromodomain adjacent to zinc finger domain protein 2B (Homo sapiens), Q9UIF8; AlphaScreen BAZ2B-H3K14Ac peptide displacement; Potency, µM (highest dose often 114 µM), without a hit: top-dose activity change, negative = inhibition, actives largely listed as inhibitors; 360,000 tested, 4.4% active; AID 504333, 2011; also: % is scaled to controls: 0 for no effect and ±100 for the full control effect; nearly all actives have a fitted effect of over 60% in size
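In this displacement format the biotinylated H3(5-23) peptide acetylated at Lys14 serves as ligand at 50 nM, with BAZ2B at 50 nM in PBS pH 7.4 containing 0.01% Tween-20. Donor and acceptor beads are 10 ug/mL final.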
POLI inh – qHTS for Inhibitors of Polymerase Iota. DNA polymerase iota (Homo sapiens), Q9UNA4. Pol iota fluorescent replication assay, 10 min. Potency, µM (titrated, usually from 115 µM), for inactives: top-dose activity, negative = inhibition, most hits filed as inhibitors. 390,000 tested, 1% active. AID 588590, 2011
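Pol iota at 10 nM preincubated 15 min with compounds at room temperature; reaction started with fluorescent substrate, 50 nM final. Fluorescence read kinetically at 0 and 10 min; buffer-only wells as negative control.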
* = called active by the depositor; ? = inconclusive; / = no result given; & = joins results of further samples; [ ] = dose if it differs, or a comment. Calls follow the shape of the dose curve; as a rule, active = well fitted curve in the direction sought with a large enough effect; inconclusive = small, poorly fitted or top-dose-only effect, or another doubt; inactive = no such curve, though single readings can be large; an effect the other way counts as inactive or inconclusive. Potency is read from the fitted curve at half-maximal effect.

Under each structure – POLB inh | POLH inh | G9a block | BLM helicase inh | Anesthetic bind | APEX1 inh | Pol kappa inh | BAZ2B inh | POLI inh
COc1cccc(-c2nnc3sc(CN4CCCCC4)cn23)c1
 : -1% | -15% | 13µM* | 3% | -10% | / | -3%[60.1 µM] | -38% | 13%
CCOC(=O)c1nn(-c2ccc(F)cc2)c(=O)cc1OCC(=O)Nc1ccc(OCC)cc1
 : / | ? | -49% | / | / | 21% | 1% | 5% | ?
Cc1ccc(-c2noc(Cn3cc(S(=O)(=O)N4CCCC4)ccc3=O)n2)cc1
 : / | -9% | 16%[12.7 µM] | / | / | -4% | -3% | -5% | -15%
Cc1oc2ncnc(N3CCCCC3)c2c1C(=O)NCC1CCN(Cc2ccccc2F)CC1
 : 18% | 3% | -16%[59 µM] | 0% | 2% | / | -4% | 0%[57.1 µM] | -23%
COc1ccc(Nc2nc(-c3ccccc3)c3ccccc3n2)cc1
 : 12% | -19% | 10%[59 µM] | -11% | -14% | 0% | -1% | ? | 6%
CC(C)(C)OC(=O)COc1cc(F)ccc1[N+](=O)[O-]
 : / | -11% | -11%[2.33 µM] | / | / | 27% | -4% | -3% | 7%
O=C(Cc1ccccc1)NCCC1=CCCCC1
 : 0% | 4% | -7% | 1% | -3% | 2% | -6%[60.1 µM] | 5% | -3%
O=C(CCCCCNC(=O)N1CCn2c1nc1ccccc12)N[C@@H](C(=O)O)c1ccccc1
 : -4% | -8% | / | -3% | -5% | 6% | 8% | -37% | -18%
Cc1cc(NC(=O)CSc2nnnn2-c2ccc(C)c(C)c2)no1
 : 27% | -15% | / | 0% | -19% | 13% | -7% | 10% | 86%[activator]
O=C(COc1ccc(/C=N/NC(=O)c2ccccc2O)cc1)Nc1ccc([N+](=O)[O-])cc1
 : -11% | ? | 7%[59 µM] | -22% | -10% | 1% | 9% | -6% | ?
CC(=O)c1cc(C#N)c(SCC(=O)OC(C)(C)C)nc1C
 : 16% | -18% | -35% | -2% | ? | 12% | -4% | 1% | 2%
CCN(CC(=O)Nc1c(F)cccc1F)C(=O)/C=C/c1ccc(S(=O)(=O)N2CCCCCC2)cc1
 : / | -9% | -28% | / | / | -15% | -19% | 16% | 13%
Cc1ccc(-n2nc3cc(C)c(NC(=O)c4cccnc4)cc3n2)cc1
 : 15% | -6% | 3%[59 µM] | -3% | -4% | 1% | 10% | -1% | -10%
CCOc1ccc(S(=O)(=O)N(CC(=O)NCCc2ccc(OC)c(OC)c2)c2ccccc2)cc1
 : 2% | -19% | -12%[59 µM] | -3% | -7% | / | -21% | 2% | 25%
C=CCSc1nnc(Cc2c(C)[nH]c3ccccc23)o1
 : 15% | -24% | -9%[59 µM] | -6% | -1% | 0% | 0% | -8% | 20%
CCc1cccc2c(C(=O)C(F)(F)F)cn(CC(=O)NCC3CCCO3)c12 (stereo unspecified)
 : 1% | -21% | 13% | -6% | -3% | 2% | -2% | -14% | 7%
COc1cc(C)nc(NS(=O)(=O)c2ccccc2)n1
 : 2% | -14% | -39%[12.7 µM] | 0% | 1% | 1% | -8% | 6% | 6%
CCCCn1c(=O)[nH]c(=O)c2c1nc(-c1ccc(OCC)cc1)n2CC
 : 68% | 6% | 27% | -5% | -3% | -6% | -1% | 0% | 20%
COCCCNC(=O)C1CCCN(C(=O)Nc2ccc(OC)cc2)C1 (stereo unspecified)
 : 10% | -7% | 20%[12.7 µM] | 0% | -3% | -2% | -6% | -2% | 23%
Cc1ccccc1NC(=O)CSc1nnc(NC(=O)C2CC2)s1
 : 23% | 5% | 1% | -9% | -8% | 26% | -13% | -16% | 5%
COC(=O)c1[nH]c2cc(OC)c(OC)cc2c1NC(=O)CN1CCN(Cc2ccccc2)CC1
 : 21% | / | -9%[59 µM] | -2% | -10% | -5% | / | -4% | /
CC(C)C(C(=O)Nc1cccnc1)N1C(=O)c2ccccc2C1=O (stereo unspecified)
 : 13% | -3% | -22%[59 µM] | -1% | -9% | -2% | -8% | -2% | 12%
CC(=O)Nc1cccc(NC(=O)CSc2nc3c(=O)n(C)c(=O)n(C)c3n2C)c1
 : / | -3% | 9%[2.33 µM] | / | / | 3% | -5% | 10% | 30%
CC(C)Cn1c(=O)c2ccccc2n2c(CCC(=O)N3CCN(c4ccccc4F)CC3)nnc12
 : 32% | -18% | 10%[59 µM] | 0% | -4% | / | 9% | -9% | 35%[activator]
Cc1csc(=Nc2ccc(S(=O)(=O)N3CCOCC3)cc2)n1Cc1ccco1
 : -2% | -12%&-21% | ? | -9% | 145%[activator] | 19% | -13%&-8% | / | -27%&-7%
C/C(=N\Nc1nc(N2CCCCC2)nc(N2CCOCC2)n1)c1cccs1
 : 4% | -21% | -24% | 0% | ? | -4% | -3% | / | 109%[activator]
COc1cc(O)c(CCO)c2c1C(=O)C[C@@H](C)O2
 : -2% | 0% | 14%[59 µM] | -1% | -3% | -5% | -6% | -2% | 1%
CN(C)CC#Cc1cncc(C(=O)NNC(=O)Nc2ccc(Cl)cc2)c1
 : 7% | -15% | / | -8% | -5% | ? | 2% | -9% | 179%[activator]
CCCCC[C@H](O)/C=C/[C@@H]1[C@H]2C/C(=C/CCCC(=O)O)O[C@H]2C[C@H]1O
 : / | / | -40%[12.7 µM] | -1%&5% | 1% | -4%&1% | 4%&6%[19.4 µM] | / | /
COc1ccc(N2CCN(C(=O)Cn3cnc4c(cnn4-c4ccc(C)cc4)c3=O)CC2)cc1
 : 46% | -7% | 7% | -1% | -5% | 12% | -1% | 1% | 152%[activator]

Printed as active in G9a block, of those listed so far:
SMILES	POLB inh	POLH inh	G9a block	BLM helicase inh	APEX1 inh	Pol kappa inh	BAZ2B inh	POLI inh
COc1cccc(-c2nnc3sc(CN4CCCCC4)cn23)c1	-1%	-15%	13µM*	3%	/	-3%[60.1 µM]	-38%	13%

(list continues)
Under each structure – POLB inh | POLH inh | G9a block | BLM helicase inh | Anesthetic bind | APEX1 inh | Pol kappa inh | BAZ2B inh | POLI inh
COc1ccc(OCC(=O)c2c[nH]c3ccccc23)cc1
 : 11% | -13% | -27% | -2% | -11% | -4% | 5% | -1% | 116%[activator]
COC(=O)c1ccccc1NC(=O)NC1CCCC1
 : 2% | -23% | 4% | -1% | -2% | ? | -6% | -2% | 62%[activator]
COc1ccc(CC(=O)Nc2cccc(-c3nnc(-c4ccco4)o3)c2)cc1
 : 1% | -9% | 10% | -1% | ? | 8% | 3% | -4% | 47%[activator]
COc1ccc(S(=O)(=O)N(C)C)cc1NC(=O)CCNC(=O)c1ccccc1OC
 : 8% | -10% | 2%[2.33 µM] | 0% | 28% | 49% | -4% | -2% | 17%
O/N=C/c1cc(Br)cs1
 : -2% | -13% | 25% | -1% | -15% | -4% | 2% | -3% | 13%
COc1cc2c(cc1OC)C(COc1ccccc1OC)N(C(=O)c1ccccc1OC)CC2 (stereo unspecified)
 : -22% | -11% | 1%[59 µM] | 1% | ? | / | 0%[60.1 µM] | -20% | -7%
CC(=O)Nc1ccc(NC(=O)c2c(-c3ccccc3Cl)noc2C)cc1
 : 31% | -15% | 15% | 0% | -11% | -7% | 4% | 5% | 88%[activator]
FC(F)(F)c1cc(-c2ccccc2)nc(NCC2CCCO2)n1 (stereo unspecified)
 : -9% | -13% | / | -7% | -21% | 2% | -7% | 100%[activator] | -13%
O=C(COC(=O)CCN1C(=O)C2CC=CCC2C1=O)Nc1ccc([N+](=O)[O-])cc1 (stereo unspecified)
 : / | -8% | / | / | / | 10% | 4% | / | ?
CCn1c(SCC(=O)OC)nnc1-c1ccncc1
 : -9% | -6% | ? | 3% | -3% | 3% | -4% | 2% | -10%
CCOc1ccc(OCC(=O)OCc2cc(=O)n3cc(Br)ccc3n2)cc1
 : / | -7% | -9%[2.33 µM] | / | / | -12% | -13% | -1% | -19%
Cc1[nH]c2ccc(C(=O)NCCCN3CCCCC3)cc2c1C
 : 36%&4% | -7%&-5% | 4% | -12%&-4% | 2%&-9% | 29% | 10%&1% | ? | 24%&20%
Cc1cccc(-n2ncc3c2CCCC3NC(=O)Cc2c(C)noc2C)c1C (stereo unspecified)
 : 2% | -14% | / | -12% | -1% | 4% | -10% | 6% | 32%[activator]
CCOC(=O)N1CCN(c2cc(N3CCN(CC)CC3)c(F)cc2[N+](=O)[O-])CC1C (stereo unspecified)
 : 4% | -18% | ? | 1% | ? | 1% | -3% | ? | 45%[activator]
CCn1c(=O)cc(SCC(=O)Nc2cccnc2)c2ccccc21
 : -22% | 8% | -12%[59 µM] | -8% | 0% | -4% | -17% | 8% | 15%
CO[C@@H]1[C@@H](OC(N)=O)[C@@H](O)C(Oc2ccc3c(O)c(NC(=O)c4ccc(O)c(CC=C(C)C)c4)c(=O)oc3c2C)OC1(C)C (stereo partly specified)
 : / | -17% | ? | / | / | 11% | -22% | -18% | 2%
OC1CCN(c2c3c(nc4cc(-c5cccc(F)c5)nn24)CCCC3)CC1
 : -2% | 2% | -46%[12.7 µM] | 0% | 42%[activator] | -8% | -10%[60.1 µM] | -21% | -4%
COc1nc(N2CCCC2)nc(-n2nnc(C(C)=O)c2C)n1
 : 11% | -4% | 23%[59 µM] | 1% | -3% | 2% | 0% | -16% | 65%[activator]
CC(C)Cc1nn2c(=O)cc(COC(=O)c3cccc(NC(=O)c4cccs4)c3)nc2s1
 : -2% | 11% | -3%[12.7 µM] | -9% | -11% | / | -7%[60.1 µM] | -10% | 17%
NC(=S)c1cc2ccc(O)cc2oc1=O
 : 18% | 1% | ? | -1% | 136%[activator] | 0% | -30% | 1% | ?

This is a subset (hit frequency here may not be typical).
